PMI activator: phosphomannose isomerase (human) activation. P34949. purified human PMI, coupled resazurin fluorescence, 20 min; stronger effect = higher value; 1 = vehicle control, 0 substrate-free wells. activation factor at 20 µM. actives 0.005% (n = 190,000). AID 1214;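 active means activation factor of 2 or more at 20 µM, relative to plate controls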
PMI act satM6P: increases human PMI activity with near-saturating mannose 6-phosphate. P34949. coupled PMI enzyme assay, resazurin fluorescence, 20 min; stronger effect = higher value; 1 = untreated enzyme, 0 = substrate-free blank. activation factor at 20 µM. actives 0.34% (n = 190,000). AID 1216;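 active means activation factor of 2 or more at 20 µM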
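Technique: Diaphorase-driven resazurin-to-resorufin fluorescence, excitation 544, emission 590 nm | Assay system: Human PMI in coupled enzyme assay | Times: Enzyme reaction with compound 20 min at room temperature | Medium: HEPES-buffered pH 7.4 with magnesium and detergent | Reagent: Mannose-6-phosphate 1.0 mM (near-saturating) plus 0.22 mM NADP+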
Diaphorase inh: counter-screen for diaphorase-based assays: diaphorase inhibitors and chemical oxidizers. inhibition, % at 20 µM. diaphorase resazurin-to-resorufin fluorescence, NADH, 16 min; bacterial (C. kluyveri) enzyme, not human. actives 0.69% (n = 190,000);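 active means primary screen inhibition at 20 µM above a set limit, cut at about 50% in these data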;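 further: plate controls were DMSO with full reaction for no effect and wells lacking NADH for full effect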
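Assay system: diaphorase enzyme from Clostridium kluyveri; Input: enzyme working solution with 0.14 U/mL diaphorase; Timing: 16 min at room temperature; Technique: resorufin fluorescence, excitation 544 nm, emission 590 nm; Benchmarks: positive control minus NADH, DMSO neutral control.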
DTT redox prof: compounds producing H2O2 with reducing agent – biochemical, NIH compound library profiling, artefact control for MLSCN library redox annotation, primary screen; DTT-dependent redox cycling H2O2, phenol red/HRP absorbance; 100% = 100 µM peroxide control, 0% = buffer; activation, % at 10 µM; actives 0.03% (n = 200,000); AID 878;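 active means activation of at least 50% relative to the plate's high and low controls in the primary single-dose screen; inactive means activation below 50%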;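 further: compound incubated with DTT at 0.8 mM final as the reducing agent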
TLR4 MyD88 comp: TLR4-MyD88 interaction inhibition in cells; O00206+Q99836; HeLa CL3-4 TLR4/MyD88 BLA complementation, FRET ratio; inhibition, % at 8.4 µM; actives 0.18% (n = 200,000); AID 861; in the data active means inhibition above about 25%;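 further: 0% = vehicle and 100% = reference inhibitor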
Target sequence (O00206 whole entry, looked up): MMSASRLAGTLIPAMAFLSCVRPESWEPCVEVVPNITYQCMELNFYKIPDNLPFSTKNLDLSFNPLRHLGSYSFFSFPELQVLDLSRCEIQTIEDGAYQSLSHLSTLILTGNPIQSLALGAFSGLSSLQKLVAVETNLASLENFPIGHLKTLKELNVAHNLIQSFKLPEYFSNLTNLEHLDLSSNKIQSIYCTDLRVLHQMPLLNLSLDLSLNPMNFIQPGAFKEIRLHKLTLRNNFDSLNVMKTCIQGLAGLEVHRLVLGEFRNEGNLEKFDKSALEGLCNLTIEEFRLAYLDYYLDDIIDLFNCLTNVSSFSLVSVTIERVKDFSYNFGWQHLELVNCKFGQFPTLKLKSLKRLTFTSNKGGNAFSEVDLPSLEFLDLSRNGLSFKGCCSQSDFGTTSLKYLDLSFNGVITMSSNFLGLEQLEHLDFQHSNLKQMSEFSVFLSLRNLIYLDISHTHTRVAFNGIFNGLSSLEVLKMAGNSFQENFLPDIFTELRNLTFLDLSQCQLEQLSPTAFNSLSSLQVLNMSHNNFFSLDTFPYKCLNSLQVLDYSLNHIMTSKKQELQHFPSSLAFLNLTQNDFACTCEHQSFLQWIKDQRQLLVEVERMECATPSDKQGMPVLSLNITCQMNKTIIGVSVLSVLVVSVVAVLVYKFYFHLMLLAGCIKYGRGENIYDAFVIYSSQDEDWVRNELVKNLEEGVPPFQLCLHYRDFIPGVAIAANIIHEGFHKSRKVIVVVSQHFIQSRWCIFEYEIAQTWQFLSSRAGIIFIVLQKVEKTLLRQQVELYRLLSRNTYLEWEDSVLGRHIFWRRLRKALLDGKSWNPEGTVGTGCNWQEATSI
Target sequence (Q99836 whole entry, looked up): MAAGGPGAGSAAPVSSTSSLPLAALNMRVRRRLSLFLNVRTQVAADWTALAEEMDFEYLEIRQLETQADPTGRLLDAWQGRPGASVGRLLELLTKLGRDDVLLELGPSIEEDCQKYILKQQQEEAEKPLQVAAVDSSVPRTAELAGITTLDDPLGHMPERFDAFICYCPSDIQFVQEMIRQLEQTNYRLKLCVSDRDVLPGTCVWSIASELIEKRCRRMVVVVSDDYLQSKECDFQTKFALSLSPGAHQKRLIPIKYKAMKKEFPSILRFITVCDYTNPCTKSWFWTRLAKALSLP
G6PDH CS: L. mesenteroides G6PDH inhibition counter-screen. Purified L. mesenteroides G6PDH, diaphorase/resazurin coupled fluorescence, 45 min. inhibition, % at 5 µM. actives 0.12% (n = 200,000)
Diaphorase act: counter-screen for diaphorase-based assays: diaphorase activators and chemical reducers; AID 1229; Diaphorase/resazurin coupled assay, resorufin fluorescence, 16 min; stronger effect = higher value; 1 = vehicle wells, 0 = NADH-free wells; activation factor at 20 µM; actives 0.005% (n = 190,000);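 active means diaphorase activity raised at least twofold by the compound at 20 µM; inactive means activation factor below 2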
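Assay system: bacterial diaphorase enzyme (C. kluyveri) / Input: enzyme 0.07 U/mL final / Medium: 50 mM HEPES pH 7.4 with 4.542 mM MgCl2, 0.005% Tween 20 / Doses: single compound dose of 20 µM, 1% DMSO final / Incubation: 16 min enzyme reaction, ambient temperature / Signal: fluorescence, excitation 544 nm and emission 590 nm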
L major viab: inhibitors of Leishmania major promastigote growth; Leishmania major promastigotes, resazurin fluorescence viability; inhibition, % at 10 µM; actives 9% (n = 200,000); AID 1063;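 further: promastigotes grown with compound for 44 hours at 28 °C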
RAM network inh: inhibitors of the yeast RAM network | S. cerevisiae dse1pr::URA3 reporter, 5-FOA growth OD615, 2 d; analog-sensitive cbk1-as2 kinase mutant strain | inhibition, % at 50 µM | actives 1.8% (n = 190,000) | AID 868;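 active means inhibition above a set limit, 3 SD over mean compound inhibition, cut at about 8.4% in these data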;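 further: 0% = DMSO-only wells with no growth and 100% = 10 µM 1-NA-PP1 full growth; inhibition rescues growth on 5-FOA so higher OD means more RAM inhibition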
Hsp70 activator: switches on Hsp70 transcription. HeLa Hsp70 promoter luciferase reporter, luminescence; scaled: vehicle 0, proteasome-inhibitor control 100%. actives 0.04% (n = 200,000). activation, % at 10 µM;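 active means activation above the mean across all tested compounds plus 3 SD, cutoff set per campaign, cut at about 5.5% in these data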;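 further: 100% = MG132 at 30 µM as the positive control and 0% = DMSO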
S1P3 antag: blocks the human S1P3 receptor | Q99500 | inhibition, % at 4.98 µM | CHO S1P3 NFAT-BLA reporter, FRET fluorescence, antagonist mode | AID 485 | actives 0.27% (n = 170,000);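 active means inhibition above the plate cutoff, the mean inhibition of test wells on that plate plus 3 SD, cut at about 28% in these data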;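 further: cells challenged with S1P at its EC80 of 0.8 µM; blue over green emission ratio from cleaved BLA substrate after 4 h stimulation; 0% = S1P-stimulated wells and 100% = unstimulated DMSO-only wells; some compounds past the cut are filed as inactive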
Active calls of the source: *; · = no result given; & = joins results of further samples. Unless noted, no stated cut-off is given here; in the data, active means inhibition above about 50%; inactive means the rest. Compounds were not picked by outcome; overall some 12% were active at least once.

SMILES	PMI activator	PMI act satM6P	Diaphorase inh	DTT redox prof	TLR4 MyD88 comp	G6PDH CS	Diaphorase act	L major viab	RAM network inh	Hsp70 activator	S1P3 antag
Cc1ccccc1NC(=O)CN1C(=O)S/C(=C\c2ccc(-c3cccc(C(=O)O)c3C)o2)C1=O	0.9	0.8	25	-1.7	-25	22	0.7	-3	4.2	-0.1	-10
CC1(C)CC(=O)C(C=NCCN2CCN(C(=S)Nc3ccccc3)CC2)=C(O)C1	1	1.1	9	1.3	1	8	0.9	-4	0.7	-0.2	·
CCOC(=O)c1ccc(S(=O)(=O)N2CCC(C(=O)OCC)CC2)cc1	1	1	3	-0.2	-2	-5	1	-3	3.0	0.2	-29
Cc1cc(C)c(C#N)c(N2CCOCC2)n1	1	1	4	0.7	2	7	1	-11	1.8	0.1	·
O=S(=O)(c1ccc(S(=O)(=O)N2CCN(Cc3ccccc3)CC2)cc1)N1CCOCC1	1	1	10	2.1	-15	-2	0.9	-1	0.1	-0.4	-3
COc1ccccc1-c1ccc(=O)n(CC(=O)NCc2ccco2)n1	1.2	1.1	-19	-0.5	12	6	1.2	-2	0.0	-0.2	1
CCN(CC)C(=O)c1cc(-c2ccccc2OC)on1	1	0.9	3	0.5	-7	7	1	-2	-0.1	0.0	9
O=S(=O)(c1cccs1)N1CCCc2cccc(O)c21	0.9	0.9	13	-0.2	-20	14	0.9	13	1.0	0.1	·
Cn1c(=O)c2c(nc(Br)n2Cc2ccc3ccccc3c2)n(C)c1=O	1	1	19	1.8	2	2	0.8	15	4.5	-0.2	·
CCN(CC)C(=O)C1=C(C)NC(=S)NC1c1cn(-c2ccccc2)nc1-c1ccc(Cl)cc1 (stereo not drawn)	0.9	0.9	19	0.6	-7	6	0.8	1	2.4	-0.1	·
NC(=O)[C@@H]1CCCCNc2c(F)cc([N+](=O)[O-])cc2C(=O)N[C@@H](CC(=O)O)C(=O)NCC(=O)N1	1	1	13	0.2	-18	13	0.9	2	-0.7	0.0	-9
CCn1c2ccccc2c2cc(NC(=O)c3ccc(Br)o3)ccc21	0.6	0.7	38	4.2	7	18	0.6	-4	4.6	-0.1	·
CC1CC=C2C(C#N)=C(N)C(C#N)(C#N)C(c3cccs3)C2C1 (stereo not drawn)	1	0.7	23	-0.8	1	11	0.8	6	3.2	-0.2	·
O=C(CN1CCOCC1)Nc1c(C(=O)C2CC2)oc2ccccc12	0.9	1	17	-0.5	-9	20	0.8	3	1.0	0.0	-3
O=C(Nc1ccc([N+](=O)[O-])cc1)c1nc[nH]c1C(=O)NC1CCCCC1	1.2	1.1	19	0.5	-4	-4	0.8	64*	1.0	-0.4	-7

Exported field by field: two of the compounds above
Cc1cc(C)c(C#N)c(N2CCOCC2)n1
- PMI activator: 1
- PMI act satM6P: 1
- Diaphorase inh: 4
- DTT redox prof: 0.7
- TLR4 MyD88 comp: 2
- G6PDH CS: 7
- Diaphorase act: 1
- L major viab: -11
- RAM network inh: 1.8
- Hsp70 activator: 0.1
- S1P3 antag: ·
O=S(=O)(c1ccc(S(=O)(=O)N2CCN(Cc3ccccc3)CC2)cc1)N1CCOCC1
- PMI activator: 1
- PMI act satM6P: 1
- Diaphorase inh: 10
- DTT redox prof: 2.1
- TLR4 MyD88 comp: -15
- G6PDH CS: -2
- Diaphorase act: 0.9
- L major viab: -1
- RAM network inh: 0.1
- Hsp70 activator: -0.4
- S1P3 antag: -3

Later entries:
SMILES	PMI activator	PMI act satM6P	Diaphorase inh	DTT redox prof	TLR4 MyD88 comp	G6PDH CS	Diaphorase act	L major viab	RAM network inh	Hsp70 activator	S1P3 antag
Cc1cc(C)c(OCC(O)CNC(C)(C)C)c(C)c1 (stereo not drawn)	1	1	11	-0.5	-2	19	0.9	22	2.8	0.2	-8
CC1CC(C)CN(C(=O)CSC2=Nc3ccccc3C3=NC(Cc4c[nH]c5ccccc45)C(=O)N23)C1 (stereo not drawn)	1	1	12	0.2	9	-3	0.9	17	0.8	-0.2	·
CCOC(=O)c1ccc(S(=O)(=O)n2c(CN3CCCCC3)nc3ccccc32)cc1	0.9	0.9	19	3.4	-6	-7	0.8	52*	-0.4	-0.3	16
COc1cc(NC(=O)c2c(F)cccc2F)c(Cl)cc1Cl	0.9	1	5	-2.0	4	0	1	-7	3.6	-0.1	-6
Cc1ccnc2c1NC(=O)c1cccnc1N2C1CC1	1&1	1&1	9&-12	1.2	5	9&8	0.9&1.1	0	0.2	-0.1&0.0	-16
C=C(C)c1cccc(C(C)(C)NC(=O)Nc2ccc(C(N)=O)cc2)c1	0.9	0.9	22	-0.3	4	10	0.8	-1	0.2	-0.3	-14
CCN(CC)CCOC(=O)c1c(C)n(C)c2ccc(OC)cc12	0.9	1	12	0.1	0	-2	0.9	32	0.9	-0.3	·
CC(C)CCNCC1OCc2ccccc2CO1	0.9	1	13	0.2	-8	8	0.9	-3	-0.7	0.1	-3
COc1ccc(C)cc1NS(=O)(=O)c1ccc(NS(=O)(=O)c2ccc(NC(C)=O)cc2)cc1	1	1.1	-12	3.3	-14	23	1.1	-4	-0.4	-0.2	-23
COc1ccc(CC(=O)Nc2ccccc2Oc2ccccc2)cc1	1	1	6	-0.6	-4	15	0.9	6	-0.1	-0.2	-3
CCCc1nc2c(C)ccc(C)c2c(N)c1CC	0.8	0.9	15	0.9	-15	-18	0.8	46	-0.2	0.4	·
O=C(CSc1nnc(-c2cnccn2)n1Cc1ccco1)c1ccc(Cl)cc1	1	1.1	12	2.4	-16	-50	0.9	21	3.4	-0.5	1
N#Cc1ccccc1Cn1c(=O)n(Cc2ccc(C(=O)NCc3ccco3)cc2)c(=O)c2ccccc21	0.9	1	2	-0.7	4	3	1	0	2.0	-0.2	-8
CCOC(=O)C1(Cc2ccccc2C(F)(F)F)CCN(C2CCC2)CC1	1	0.9	5	-0.7	5	9	1	61*	0.6	-0.2	6
Cc1ccc(C(=O)Nc2nnc(CC(=O)N/N=C/c3ccncc3)s2)cc1	1.5	1.8	7	-0.5	-7	-10	0.9	-4	0.5	-0.1	-5

Grouped by structure, the compounds so far with fluorine
SMILES	PMI activator	PMI act satM6P	Diaphorase inh	DTT redox prof	TLR4 MyD88 comp	G6PDH CS	Diaphorase act	L major viab	RAM network inh	Hsp70 activator	S1P3 antag
NC(=O)[C@@H]1CCCCNc2c(F)cc([N+](=O)[O-])cc2C(=O)N[C@@H](CC(=O)O)C(=O)NCC(=O)N1	1	1	13	0.2	-18	13	0.9	2	-0.7	0.0	-9
COc1cc(NC(=O)c2c(F)cccc2F)c(Cl)cc1Cl	0.9	1	5	-2.0	4	0	1	-7	3.6	-0.1	-6
CCOC(=O)C1(Cc2ccccc2C(F)(F)F)CCN(C2CCC2)CC1	1	0.9	5	-0.7	5	9	1	61*	0.6	-0.2	6

The list continues.
SMILES	PMI activator	PMI act satM6P	Diaphorase inh	DTT redox prof	TLR4 MyD88 comp	G6PDH CS	Diaphorase act	L major viab	RAM network inh	Hsp70 activator	S1P3 antag
c1ccc(-n2nnnc2Cc2nnnn2-c2ccccc2)cc1	1	1.1	-1	-1.8	1	-4	1	-5	0.1	-0.3	-15
Nc1nc(Nc2cccc(C(F)(F)F)c2)nc(C(F)(F)F)n1	0.9	0.9	21	-3.9	-12	4	0.8	22	-1.8	0.3	24
COc1ccc(NC(=O)CSc2nnc(C3CC3)n2-c2ccccc2)cc1	1	1	-2	1.8	0	2	1	-6	3.4	-0.2	·
Cc1c(Nc2nc(C(F)(F)F)nc3ccccc23)c(=O)n(-c2ccccc2)n1C	1	1	2	-0.3	-15	12	1	0	-1.1	0.1	16
CCOC(=O)N1CCN(Cc2nc(N)nc(Nc3ccc(OCC)cc3)n2)CC1	0.9	1	7	-2.1	-3	8	0.9	-3	-0.1	0.1	·
COc1ccc(-c2nnc(S/C(=C/c3ccc(Cl)cc3)C(=O)O)o2)cc1	1	1	-3	0.1	-1	3	1	-5	3.5	-0.3	-11
O=C(COc1ccc2oc3c(c2c1)CCCC3)Nc1ccccn1	0.9	0.9	12	0.6	-6	-34	0.9	-8	3.0	0.0	-39
O=C1OC(c2ccc(F)cc2)=N/C1=C\c1ccc(Br)o1	1.2	1	2	-0.2	-9	-2	1	-4	4.8	-0.1	5
Fc1ccc(NCc2cn3ccccc3n2)cc1	1	0.9	9	0.4	7	-1	0.9	4	1.7	0.2	-15
O=C(NCc1ccccn1)C1CCC(=O)N1C1CCCC1 (stereo not drawn)	·	·	·	-0.9	0	·	·	-7	·	-0.4	-22
COCC(=O)Nc1nnc(-c2cccs2)s1	0.9	0.9	13	0.2	-5	-1	0.9	-1	1.4	-0.3	·
Cc1ccc(S(=O)(=O)N2CCC(=O)N(CCOCc3cccc(Cl)c3)CC2)cc1	1.1	1.1	9	0.3	-5	6	0.9	-1	0.0	-0.3	-13
CCN(CC)c1nc2c(s1)C(=O)CC(C)(C)C2	1	1	6	1.2	-10	0	0.9	-5	-1.1	-0.1	·
Cc1ccc(-n2ncc3c(Nc4c(C)n(C)n(-c5ccccc5)c4=O)ncnc32)c(C)c1	1	0.9	8	3.0	0	2	0.9	-5	2.1	-0.1	·
N/C(=N\OC(=O)c1cc(Cl)ccc1Cl)c1ccncc1	1	1.1	1	-0.5	19	1	1	0	1.6	-0.3	0
COCCCn1c(=N)c(C(=O)NCc2ccc3c(c2)OCO3)cc2c(=O)n3ccccc3nc21	1.2	1.1	-27	-0.3	-1	8	1.3	17	2.5	-0.3	13
Cc1c(C(=O)O)c2cc(O)ccc2n1-c1ccccc1	0.9	1	5	-1.1	1	0	0.9	-5	3.7	-0.2	-43
CN1CCN(C(=S)c2ccc(-c3cccc(Cl)c3Cl)o2)CC1	0.9	0.9	25	0.4	-14	-8	0.8	95*	1.4	-0.1	5
COc1cccc(Nc2nc(-c3cccs3)nc3ccccc23)c1	0.8	0.8	26	0.4	-6	17	0.7	99*	-0.3	-0.4	14
COc1ccc(NC(=O)N(C2CCCCC2)C(C)c2ccco2)c(OC)c1 (stereo not drawn)	0.9	0.8	16	1.2	-3	6	0.8	40	1.3	0.1	-23

Screens deposited in PubChem by several laboratories.
